# Screening data as filed in PubChem BioAssay.
# aSyn 5UTR inh – 5' untranslated region of α-synuclein, MLPCN primary screen. alpha-synuclein 5'UTR reporter, inhibitor activity. inhibition, % (tested at 7.5 µM). hit rate 0.82% among 300,000. AID 1813; in the data active = inhibition above about 60%;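 note: H4 neuroglioblastoma cells stably carrying SNCA 5'UTR luciferase fusion; 0% = DMSO wells and 100% = positive control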
# HSF-1 act – increases HSF-1 driven luciferase reporter signal. NIH3T3-HGL HSF-1 luciferase reporter, MG132, 8 h; 100% = twice DMSO control signal. activation, % at 9 µM. hit rate 1.7% among 300,000. AID 504408;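 active = mean replicate activation of at least 50% with a set share of replicates each reaching 50%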;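 note: 0% = median of the neutral control wells and 100% = twice that signal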
# KLF5 inh – inhibitors of KLF5 expression; inhibition, % at 5 µM; AID 1700; hit rate 0.23% among 290,000; DLD-1 KLF5 promoter-luciferase reporter, luminescence;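 active = inhibition above a per-plate limit of that plate's mean compound inhibition plus 3 SD, cut at about 60% in these data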;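 note: 0% = DMSO wells and 100% = LY294002 at 200 µM; higher means less KLF5 promoter-driven luciferase light; inactives centre near -14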
# HSP90 refold inh – blocks HSP90-mediated luciferase refolding in reticulocyte lysate. Rabbit reticulocyte lysate, luciferase refolding luminescence, 3 h. inhibition, % at 5.6 µM. hit rate 0.91% among 290,000. AID 1789;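 active = inhibition above the screen-wide mean plus 3 SD, computed separately per campaign, cut at about 16% in these data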;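 note: 0% = DMSO wells and 100% = 60 µM geldanamycin wells; inhibitors lower the luminescence because luciferase stays unfolded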
# GSK3beta inhib – inhibitors of human GSK3beta kinase | P49841 | GST-GSK3beta kinase, ADP-Glo luminescence, 60 min; active compounds read low | activity score (negative = inhibition), % at 10 µM | hit rate 0.038% among 300,000 | AID 2097;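 active = more than half of replicate wells score below -50%, meaning over 50% inhibition versus plate controls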;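 note: 0% = median DMSO wells and -100% = median GW8510 positive control wells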
# Target sequence (P49841 whole entry, looked up): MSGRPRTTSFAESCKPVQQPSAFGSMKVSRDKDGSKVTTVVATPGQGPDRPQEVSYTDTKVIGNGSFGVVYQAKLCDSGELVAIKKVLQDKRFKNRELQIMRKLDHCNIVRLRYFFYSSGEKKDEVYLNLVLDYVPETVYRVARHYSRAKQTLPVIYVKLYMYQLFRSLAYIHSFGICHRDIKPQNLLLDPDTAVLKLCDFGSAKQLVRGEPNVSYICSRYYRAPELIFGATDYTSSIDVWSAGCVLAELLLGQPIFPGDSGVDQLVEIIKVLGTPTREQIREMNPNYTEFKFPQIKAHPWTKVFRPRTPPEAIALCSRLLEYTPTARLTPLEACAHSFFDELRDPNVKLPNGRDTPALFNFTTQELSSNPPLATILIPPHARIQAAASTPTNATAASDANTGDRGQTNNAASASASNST
#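 Test system: GST-tagged human GSK3beta kinase, cell-free; evaluation: activity score scaled between in-plate DMSO and GW8510 controls; measured by: ADP-Glo luminescence; incubation: 60 min reaction, RT; benchmarks: DMSO and 20 µM GW8510; reagent: peptide substrate plus 25 µM ATP (final); medium: Tris/MgCl2 kinase buffer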
# GSK3 alpha inh – inhibitors of human GSK-3 alpha kinase; hit rate 0.1% among 320,000; P49840; AID 2650; inhibition, % at 10 µM; ADP-Glo luminescence, 60 min;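 in the data active = inhibition above about 50%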;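 note: GST-tagged GSK-3 alpha with peptide substrate and 25 µM ATP; 0% = DMSO neutral wells and 100% = GW8510 positive control wells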
# Target sequence (P49840 whole entry, looked up): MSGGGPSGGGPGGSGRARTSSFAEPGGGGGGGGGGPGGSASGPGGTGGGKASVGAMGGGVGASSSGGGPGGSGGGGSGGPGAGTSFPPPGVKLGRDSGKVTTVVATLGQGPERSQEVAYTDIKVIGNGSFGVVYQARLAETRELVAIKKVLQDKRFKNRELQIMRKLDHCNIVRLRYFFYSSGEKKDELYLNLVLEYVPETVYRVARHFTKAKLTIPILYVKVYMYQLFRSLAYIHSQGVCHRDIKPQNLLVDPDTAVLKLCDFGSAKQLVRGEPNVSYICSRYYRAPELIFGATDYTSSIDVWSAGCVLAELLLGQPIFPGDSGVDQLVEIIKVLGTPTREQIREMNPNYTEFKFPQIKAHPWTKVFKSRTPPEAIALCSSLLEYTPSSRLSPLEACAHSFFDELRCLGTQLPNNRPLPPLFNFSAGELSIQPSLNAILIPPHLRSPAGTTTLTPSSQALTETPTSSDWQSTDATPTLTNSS
# AI-2 QS modul – modulates the Vibrio harveyi AI-2 quorum sensing system; AID 2094; activity change, % at 7.5 µM; hit rate 0.4% among 300,000; Vibrio harveyi JMH597 AI-2 luminescence/OD600 ratio, 9 h; active compounds read low; strain lacks LuxN and CqsS sensors; 0 = neutral-control median; in the data active = activity change below about -75%, passing the limit was not always enough;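 note: luminescence divided by OD600 gain over 9 h not by final OD600 alone; inactives centre near 13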
# PolyA inhibitor – inhibitors of polyadenylation in S. cerevisiae; calls only at 12 µM; hit rate 0.02% among 300,000; S. cerevisiae SKY197-pL101 polyadenylation reporter, beta-gal luminescence; efflux-impaired pdr1/pdr3 knockout yeast; score 100 = 6 SD above DMSO;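 active = lowest replicate activity score at least 50, where 100 means six control SD above control mean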;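 note: yeast exposed to compound for 9 h at 30 °C; higher score means more reporter readthrough which indicates perturbed polyadenylation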
# HSF1 inh – HSF1 inhibition. NIH3T3-HGL HSE-luciferase, MG132-induced, luminescence 8 h; active compounds read low. activity change, negative = inhibition, % at 7.5 µM (by protocol). hit rate 0.77% among 300,000;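 active = more than half of replicate wells show activity change below -50%, luminescence cut by over half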;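 note: luciferase reports HSF-1 transcriptional activity via heat shock element; 0% = median of DMSO wells and -100% = zero luminescence signal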
# IEC-6 tox – counter-screen for KLF5 inhibitors: cytotoxicity in IEC-6 cells; inhibition, % at 5 µM; IEC-6 cytotoxicity, luminescence viability; hit rate 0.78% among 290,000; in the data active = inhibition above about 22%;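 note: 0% = plate median of test compound wells and 100% = cytotoxic reference compound wells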
# * hit, by the source's call; i = inactive; nt = not tested or not shown. A portion of the library, so the mix of outcomes need not match the whole.
compound	HSF-1 act	GSK3 alpha inh	HSF1 inh	HSP90 refold inh	GSK3beta inhib	KLF5 inh	aSyn 5UTR inh	AI-2 QS modul	PolyA inhibitor	IEC-6 tox
COC(=O)Nc1ccc(S(=O)(=O)NC2CCS(=O)(=O)C2)cc1 (stereo unspecified)	-6	0	2	0	2	-17	-14	16	i	1
CN1/C(=C/C(=S)NC(=O)C2CCC2)C(C)(C)c2ccccc21	6	0	-2	10	-1	-29	-3	18	i	5
COc1ccc(CCNC(=O)C(=O)NCC2CCCO2)cc1OC (stereo unspecified)	-7	-1	0	0	1	-10	7	15	i	-6
O=C(NC1CCCN(Cc2ccc(Cl)cc2)C1)C1CCC1 (stereo unspecified)	4	1	4	5	0	-24	10	0	i	-1
COC(=O)c1cc(NCc2ccc3c(c2)OCO3)ccc1N1CCOCC1	2	-1	1	-2	0	-7	19	9	i	-1
CCN1/C(=C/C=C/C=C/C=C/c2sc3ccccc3[n+]2CC)Sc2ccccc21	-10	-2	-6	13	-2	-11	-39	35	i	4
O=C(NN1C(=O)C2C3C=CC([C@@H]2C1=O)C31CC1)c1ccccc1 (stereo partly specified)	-3	-2	-10	-3	-2	-2	1	14	i	-2
Cc1cc(N/N=C2\CC(C)CC(C)(C)C2)nc2ccccc12 (stereo unspecified)	12	1	-9	-3	2	-30	-53	7	i	6
CCCCOc1cccc(C(=O)NC(=S)Nc2cccnc2)c1	11	-1	7	-3	0	-59	-28	17	i	-2
COC(CN(C)C(C(=O)NC1CCCCC1)c1ccccc1)OC (stereo unspecified)	11	-3	-1	1	1	-1	-4	7	i	-1
Cc1ccc(/C=N/N=C2/NC(=O)CS2)o1	2	0	0	0	0	-35	-37	21	i	-1
COc1ccccc1N1CCN(C(=O)CCN2C(=O)c3cccc4cccc(c34)C2=O)CC1	8	0	-5	2	-1	10	-31	14	i	-4
CCN(c1cccc(C)c1)C1C(=O)c2ccccc2N1C(C)=O (stereo unspecified)	-1	-2	4	-3	-2	-21	21	39	i	0
Cc1ccc2[nH]c(=O)c(CN(Cc3nnnn3Cc3ccccc3)C3CCCC3)cc2c1	nt	4	nt	4	-3	-20	18	13	i	2
Cc1ccc(C2=NS(=O)(=O)N(C)C(C(=O)NCc3ccc(F)cc3)=C2)cc1	5	-2	-4	-4	-1	-23	-16	18	i	0
Nc1ccc(C(=O)C(=O)c2ccccc2)cc1	-1	-1	5	nt	-1	nt	4	-19	i	nt

# Part of the list above, with values under each structure.
# Values in the order – HSF-1 act, GSK3 alpha inh, HSF1 inh, HSP90 refold inh, GSK3beta inhib, KLF5 inh, aSyn 5UTR inh, AI-2 QS modul, PolyA inhibitor, IEC-6 tox
> Cc1ccc(/C=N/N=C2/NC(=O)CS2)o1
→ 2, 0, 0, 0, 0, -35, -37, 21, i, -1
> CCN(c1cccc(C)c1)C1C(=O)c2ccccc2N1C(C)=O (stereo unspecified)
→ -1, -2, 4, -3, -2, -21, 21, 39, i, 0
> COc1ccccc1N1CCN(C(=O)CCN2C(=O)c3cccc4cccc(c34)C2=O)CC1
→ 8, 0, -5, 2, -1, 10, -31, 14, i, -4
> Nc1ccc(C(=O)C(=O)c2ccccc2)cc1
→ -1, -1, 5, nt, -1, nt, 4, -19, i, nt
> Cc1ccc2[nH]c(=O)c(CN(Cc3nnnn3Cc3ccccc3)C3CCCC3)cc2c1
→ nt, 4, nt, 4, -3, -20, 18, 13, i, 2
> CCCCOc1cccc(C(=O)NC(=S)Nc2cccnc2)c1
→ 11, -1, 7, -3, 0, -59, -28, 17, i, -2

# (continued)
compound	HSF-1 act	GSK3 alpha inh	HSF1 inh	HSP90 refold inh	GSK3beta inhib	KLF5 inh	aSyn 5UTR inh	AI-2 QS modul	PolyA inhibitor	IEC-6 tox
O=S(=O)(NCc1ccccc1)c1ccc(S(=O)(=O)NCC2CCCO2)cc1 (stereo unspecified)	nt	-4	nt	-4	-2	-3	0	28	i	-2
CCOc1ccc(-c2nnn(CC(=O)Nc3cc(OC)ccc3OC)n2)cc1OCC	0	-5	-4	-1	4	-27	30	18	i	1
Nn1c(COc2cccc(Cl)c2)nc2ccccc2c1=O	22	-1	6	-2	0	-38	-53	20	i	-2
CCCCCCOc1ccc(C(CC(N)=O)C(=O)O)cc1 (stereo unspecified)	18	-1	-3	4	-1	-26	5	30	i	-3
COc1ccc(C(=O)c2ccccc2Cl)cc1OC	34	-2	7	-1	-1	-29	16	17	i	-5
Cc1cc(C=O)c(C)n1-c1sc2c(c1C(=O)O)CCCC2	0	-1	-1	0	-1	-41	25	16	i	4
C#CCNc1nc(C)nc2c1nnn2Cc1ccccc1F	10	0	0	1	1	23	5	14	i	2
CC1(C)CC(=O)c2cc(OCC(=O)N3CCOCC3)ccc2O1	3	1	2	6	8	-38	-50	7	i	-1
Cc1ccc(S(=O)(=O)NC(=NC2CCCCC2)c2ccccc2)cc1	18	0	0	-1	-1	-12	5	13	i	5
c1ccc(Cn2nnnc2C(c2cccnc2)N2CCN(c3ccccc3)CC2)cc1 (stereo unspecified)	12	0	-5	1	-2	-1	-29	8	i	-1
O=C(CCCc1ccccc1)N1CCN(C2CCCCC2)CC1	-12	1	1	-5	1	-23	-115	1	nt	-2
CCC1CCCCN1CC(=O)Nc1cc(C)nn1-c1nc(C)cc(C)n1 (stereo unspecified)	17	1	0	-1	-3	-25	21	3	i	0
CCOC(=O)Cn1c(CN(Cc2ccccc2)Cc2ccccc2)nc2c1c(=O)n(C)c(=O)n2C	-6	0	7	8	-1	4	3	-10	i	0
COC/C=C/C1=CC2=CC(=O)C(C)(OC(=O)c3cnc4ccccc4n3)C(=O)C2=CN1C1CCCC1 (stereo unspecified)	7	-1	1	nt	5	nt	-7	106	i	nt
CN1c2ccccc2C2(C)CCCC3=Cc4cccc([N+](=O)[O-])c4OC312 (stereo unspecified)	-10	1	0	6	0	9	36	0	i	-5
CCOC(=O)C(NS(=O)(=O)c1ccc(Br)cc1)C(C)C (stereo unspecified)	55*	0	24	1	2	-7	21	5	i	1

# Reformatted: entries from further up.
# Every second line gives: HSF-1 act	GSK3 alpha inh	HSF1 inh	HSP90 refold inh	GSK3beta inhib	KLF5 inh	aSyn 5UTR inh	AI-2 QS modul	PolyA inhibitor	IEC-6 tox
Cc1ccc(S(=O)(=O)NC(=NC2CCCCC2)c2ccccc2)cc1
 : 18	0	0	-1	-1	-12	5	13	i	5
c1ccc(Cn2nnnc2C(c2cccnc2)N2CCN(c3ccccc3)CC2)cc1 (stereo unspecified)
 : 12	0	-5	1	-2	-1	-29	8	i	-1
O=C(CCCc1ccccc1)N1CCN(C2CCCCC2)CC1
 : -12	1	1	-5	1	-23	-115	1	nt	-2
CCC1CCCCN1CC(=O)Nc1cc(C)nn1-c1nc(C)cc(C)n1 (stereo unspecified)
 : 17	1	0	-1	-3	-25	21	3	i	0
CCOC(=O)Cn1c(CN(Cc2ccccc2)Cc2ccccc2)nc2c1c(=O)n(C)c(=O)n2C
 : -6	0	7	8	-1	4	3	-10	i	0
COC/C=C/C1=CC2=CC(=O)C(C)(OC(=O)c3cnc4ccccc4n3)C(=O)C2=CN1C1CCCC1 (stereo unspecified)
 : 7	-1	1	nt	5	nt	-7	106	i	nt

# (more compounds)
compound	HSF-1 act	GSK3 alpha inh	HSF1 inh	HSP90 refold inh	GSK3beta inhib	KLF5 inh	aSyn 5UTR inh	AI-2 QS modul	PolyA inhibitor	IEC-6 tox
CCOC(=O)C1=C(CC)OC(N)=C(C#N)C1c1ccc(OC)c(OC)c1OC (stereo unspecified)	12	-1	4	7	-2	-19	-18	-8	i	4
O=C(OCc1ccc(F)cc1)c1cc2ccccc2cc1O	14	-2	16	-2	-1	-18	-5	2	i	-6
O=C(NNC(=O)c1ccccc1O)c1ccc(Br)cc1	10	-3	0	-2	0	-124	-116	9	i	6
O=C(Nc1ccccc1F)Nc1ccccc1OC(F)F	6	0	2	-3	1	-19	-21	13	i	4
C=CCn1c(-c2ccc(OC)c(OC)c2)n[nH]c1=S	1	0	-5	0	-1	-41	7	12	i	-1
CC(=O)Nc1cccc(NC(=O)c2c(-c3c(Cl)cccc3Cl)noc2C)c1	0	0	7	0	2	-40	22	18	i	-2
CC1=C(C(=O)Nc2ccccc2C(F)(F)F)C(c2sccc2C)NC(=S)N1 (stereo unspecified)	10	-1	0	2	-1	7	34	21	i	7
COc1ccc(SCC(=O)Nc2ccc(N3CCN(C)CC3)c(F)c2)cc1	-5	-2	-4	3	-2	-27	6	2	i	-4
C/C(Cl)=C\C[N+](C)(C)CC(=O)OCCc1ccccc1	5	0	-7	-3	-4	-32	13	-3	i	-7
CC(=O)c1ccc(S(=O)(=O)N2CCC3(CC2)CC(=O)c2ccccc2O3)cc1	-3	-2	2	nt	0	nt	11	15	i	nt
O=c1oc(-c2ccco2)nc2ccccc12	1	-5	4	-2	6	-49	8	24	i	-2
O=C(C1CCCN(S(=O)(=O)c2cccc3cccnc23)C1)N1CCc2ccccc21 (stereo unspecified)	-1	nt	2	1	-4	-10	-33	38	i	-4
C=C(C)CN(CC)C(=O)CCc1nnc(CCc2c[nH]c3ccccc23)o1	0	2	1	0	-3	-8	-25	15	i	-1
COc1ccc(CCC(=O)Nc2cc(Cl)ccc2N2CCN(C)CC2)cc1	17	-2	10	0	0	-21	-16	17	i	-2
Cc1cc(C(=O)NC2CCCc3c2cnn3-c2cccc(C)c2C)no1 (stereo unspecified)	12	-2	0	1	1	27	-118	17	i	17
CS/C(=N\S(=O)(=O)c1cccs1)Nc1ccc(F)cc1	8	-2	-1	3	2	5	8	25	i	15
Cc1cc(Cl)c(OCCCNCc2ccccc2)c(Br)c1	0	0	-6	4	-3	-11	-2	17	i	7
COc1ccccc1CNC(=S)Nc1ccc2nc(N3CCN(C)CC3)cc(C)c2c1	10	-1	5	0	2	-39	-52	23	i	11
CCc1ccc(O)c(N=Cc2ccccc2O)c1	-9	-2	-3	-1	6	3	-70	23	i	2
O=C(CSCc1ccc(F)cc1)N1CCN(c2ccc(F)cc2)CC1	5	-2	0	0	-4	-18	-1	10	i	-6
CCOC(=O)Nc1nc(-c2ccc(Cl)cc2Cl)cs1	-11	-3	6	-3	1	-43	-97	-10	i	-4
CC1CCCN(CCC(=O)Nc2ccc(Br)cc2)C1 (stereo unspecified)	8	13	-4	5	-2	-20	7	9	i	3
CN1CCN(NS(=O)(=O)c2ccc(Cl)cc2)CC1	-14	-1	-7	-2	3	-10	15	7	i	-2
COc1ccc(NC(=O)CSc2ccc3nnc(-c4cccnc4)n3n2)c(OC)c1	11	0	-4	-3	3	1	8	17	i	-3
Nc1nc(NCCOCCO)nc(NC2CCCCC2)c1[N+](=O)[O-]	34	52*	1	5	-7	-15	68*	10	i	-2
O=C(CCCc1nc(-c2ccccc2)no1)N1CCOCC1	0	-2	2	2	-2	-37	1	14	nt	-1
